Sm TGR inh = blocks Schistosoma mansoni thioredoxin glutathione reductase. purified TGR, DTNB reduction, TNB absorbance 405 nm. Potency, µM (titrated, usually from 114 µM), for the others: at the top dose activity change, negative = inhibition, most hits filed as inhibitors. hit rate 3% among 360,000. AID 485364; also: nearly all actives have a fitted effect of over 60% in size
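First, TGR (20 nM dispensed) and NADPH were mixed with compound. Second, a 15 min room-temperature incubation followed. Third, further NADPH and then DTNB were added to start the reaction. Finally, TNB absorbance was monitored kinetically.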
Pf growth 48h = inhibits P. falciparum growth in the first generation, 48 h. hit rate 5.9% among 310,000. Potency, µM (top dose mostly 28.7 µM), for inactives: top-dose activity change, negative = inhibition, hits mostly inhibitors. P. falciparum luciferase growth in erythrocytes, 48 h
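Cell-based growth assay: transgenic P. falciparum expressing firefly luciferase, cultured in red cells within RPMI 1640 containing 0.5% w/v Albumax, 24 mM bicarbonate and gentamycin. A drop in luciferase activity indicates inhibition.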
HCV inh = inhibitors of hepatitis C virus infection; Huh7.5.1 HCVcc-Cre infection, luciferase reporter, 44 h; AID 651820; hit rate 3.4% among 340,000; Potency, µM (titrated, usually from 41.8 µM), inactives show at the highest dose activity change, negative = inhibition, usual class: inhibitors
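Seed cells (1,000/well) for 4 h; treat with compound and infect with HCVcc-Cre, moi about 0.5. Incubate 44 h, then detect luciferase activity.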
Tb PYK inh = inhibitors of Trypanosoma brucei pyruvate kinase. Potency, µM (highest dose often 76.8 µM), inactives show at the top dose activity, negative = inhibition, hits mostly inhibitors. hit rate 0.12% among 410,000. AID 624173. TbPYK enzyme, Kinase-Glo Plus ATP luminescence, 45 min; also: nearly all actives have a fitted effect of over 50% in size
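Glycolytic pyruvate kinase of T. brucei was incubated with substrate, test compound and 130 uM ADP for 45 minutes at room temperature. Luminescent Kinase-Glo Plus signal was measured after 10 minutes.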
LmPK inh = inhibitors of Leishmania mexicana pyruvate kinase. hit rate 0.37% among 290,000. Q27686. Potency, µM (titrated, usually from 57.5 µM), without a hit: at the highest dose activity change, negative = inhibition, hits mostly inhibitors. purified LmPK, Kinase-Glo ATP luminescence, 1 h
Target sequence (Q27686 whole entry, looked up): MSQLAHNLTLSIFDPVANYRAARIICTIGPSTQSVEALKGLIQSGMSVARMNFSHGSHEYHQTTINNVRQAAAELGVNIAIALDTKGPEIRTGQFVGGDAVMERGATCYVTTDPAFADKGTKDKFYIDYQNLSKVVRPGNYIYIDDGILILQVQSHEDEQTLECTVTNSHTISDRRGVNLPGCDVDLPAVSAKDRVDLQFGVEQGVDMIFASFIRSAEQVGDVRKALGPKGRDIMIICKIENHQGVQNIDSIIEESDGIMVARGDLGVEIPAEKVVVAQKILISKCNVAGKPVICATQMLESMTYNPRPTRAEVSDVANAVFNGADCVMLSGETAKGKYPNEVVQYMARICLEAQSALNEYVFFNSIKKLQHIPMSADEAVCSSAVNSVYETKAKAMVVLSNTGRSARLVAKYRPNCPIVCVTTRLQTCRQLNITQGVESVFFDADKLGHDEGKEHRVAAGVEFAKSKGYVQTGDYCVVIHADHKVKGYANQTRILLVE
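Pyruvate kinase activity monitored as ATP production (luciferase luminescence). Conditions: 0.1 nM enzyme, 0.5 mM PEP, 0.1 mM ADP, 1 h, RT; normalized against uninhibited and no-enzyme wells.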
Pf growth 96h = inhibits malaria parasite growth, 96 h. P. falciparum luciferase reporter growth, 96 h. Potency, µM (top dose mostly 28.7 µM), without a hit: at the highest dose activity change, negative = inhibition, usual class: inhibitors. hit rate 6.9% among 320,000. AID 504834
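Cell-based qHTS: luciferase-tagged P. falciparum in erythrocytes (2% hematocrit, 0.05% parasitemia final) incubated with compounds for 96 hours, 37 C, 5% CO2; luciferase detection reagent then added and luminescence measured.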
Numbers without * were called inactive; ? = inconclusive; / = no result given; & = joins results of further samples; [ ] = remark or other dose. Calls follow the shape of the dose curve; as a rule, active = well fitted curve in the direction sought with a large enough effect; inconclusive = small, poorly fitted or top-dose-only effect, or another doubt; inactive = no such curve, though single readings can be large; an effect the other way counts as inactive or inconclusive. % is scaled to controls: 0 for no effect and ±100 for the full control effect; potency is read from the fitted curve at half-maximal effect.

SMILES	Sm TGR inh	Pf growth 48h	HCV inh	Tb PYK inh	LmPK inh	Pf growth 96h
CCCc1nnc(NC(=O)CCC(=O)N2CCC(Cc3ccccc3)CC2)s1	0%	2%	-1%	3%	-8%	?
CCOc1ccccc1N1CCN(CC(=O)Nc2nnc(CC)s2)CC1	-4%	-3%	-25%	-2%	-4%	?
O=C(CSc1nc2ccccc2o1)Nc1ccccc1	-1%	175%[activator]	1%	-1%	1%	?
O=C(Cc1cccs1)Nc1nnc(Cc2ccc(F)cc2)s1	9%	/	/	/	6%	?
CN(C)CCN(Cc1ccco1)C(=O)c1oc2ccccc2c1NC(=O)COc1ccccc1	4%	?	-29%	0%	-1%	80%[activator]
Cc1nnc(NC(=O)C2=COCCO2)s1	0%	36%[activator]	?	-2%	/	32%[activator]
COc1ccc(CN2C(=O)C(Cc3ccccc3)Nc3ncnc(N4CCOCC4)c32)cc1 (stereo unspecified)	?	?	-6%	-2%&2%	/	?
COc1ccc(NC(=O)CSc2nnnn2C)cc1	10%	14%	11%	-3%	0%	?
COc1ccc(NC(=O)CNC(=O)c2c(C)nn(C)c2Cl)cc1	-10%	?	14%	-14%	-6%	2%
CC(C)(C)C(=O)/C=C(\N)c1ccccn1	3%	20%	0%	-2%	0%	318%[activator]
Cc1cc2c(Nc3ccc(O)cc3)ncnc2s1	5%	-15%	?	-9%	1%	?
Cc1ccc(-c2nnc(SCC(=O)CC(=O)Nc3ccccc3)n2-c2ccccc2)cc1	-17%	3%	-26%	/	2%	18%
N=c1c(C(=O)NCCN2CCOCC2)cc2c(=O)n3ccccc3nc2n1CCc1ccccc1	3%	3.3µM*	?	0%	1%	3.3µM*
CCN(CC)S(=O)(=O)c1cc(NC(=O)C(C)N(C)CC(=O)Nc2c(C)cccc2C)ccc1C (stereo unspecified)	0%	12µM*	?	-2%	2%	12µM*
NC(=O)C1(N2CCCCC2)CCN(Cc2ccccc2)CC1	6%	26%	-4%	0%	5%	-17%
COc1ccc(CCNC(=O)c2ccc(CN3CCC(Cc4ccccc4)CC3)cc2)cc1OC	3%	?	?	4%	0%	?
COc1ccccc1NCCC(=O)OCC(=O)NC1CCCCCC1	-11%	26%	-1%	-1%	-1%	50%[activator]
COc1ccc(N(C(=O)c2ccc(F)cc2)C2=CC3CCC(C2)N3C)cc1 (stereo unspecified)	6%	-3%	?	-10%	2%	/
O=C(OCCN1C(=O)c2cccc3c(N4CCOCC4)ccc(c23)C1=O)c1cc(Cl)cc(Cl)c1	-7%	-5%	2%	/	-4%	32%[activator]
O=C(NNc1cc(Br)c(O)c(Br)c1)c1ccccc1	18µM*	26%	23%	-16%	?	-23%
CCOc1ccc2nnc(-c3ccc(Br)cc3)n2n1	0%	34%[activator]	?	-26%	2%	-1%
Cc1ccc2c(c1)NC(=O)C(CC(=O)Nc1ccc(CN3CCC(C)CC3)cc1)O2 (stereo unspecified)	-10%	/	20%	0%	-3%	-24%
COc1ccc(-c2cc(C#N)nc(N3CCNCC3)n2)cc1	3%	/	-20%	-2%	-7%	2.6µM*
CCN(CC(=O)NCCN1CCOCC1)S(=O)(=O)c1ccc(F)cc1	4%	15%	7%	-1%	-1%	200%[activator]
Cc1nc2cc(NS(=O)(=O)c3ccccc3F)ccc2s1	9%	10%	-12%	-2%	5%	21%
S=C(NCc1ccco1)Nc1ccccc1Cl	7.9µM*	43%[activator]	?	-11%	-5%	38%[activator]
COc1ccccc1C1=NOC(CN2C(=O)c3ccccc3S2(=O)=O)C1 (stereo unspecified)	10%	39%[activator]	-3%	-3%	-3%	11%
O=C(N/N=C/c1ccc(OCc2ccc(F)cc2)cc1)c1ccccc1	-5%	1.2µM*	-10%	6%	2%	-5%
COC(=O)CN1C(=O)Nc2ccc(Cl)cc2C1c1ccccc1 (stereo unspecified)	-3%	?	4%	0%	3%	20%
COCCNC(=O)C(c1ccc(O)cc1)N(Cc1ccco1)C(=O)CCC(=O)Nc1nccs1 (stereo unspecified)	-2%	10%	4%&5%	2%	0%	/
Cc1c(C(=O)N2CCCCC2)sc(N)c1C#N	2%	11%	19%	-9%	0%	?
Cc1cc(C)c(S(=O)(=O)Nc2cccc(S(=O)(=O)N3CCOCC3)c2)c(C)c1	3%	?	-3%	5%	2%	8%
COc1ccc(NS(=O)(=O)c2ccc(NC(=S)NC(=O)CC(C)C)cc2)cc1	-1%	-19%	?	-5%	6%	/
COc1ccc(CCNC(=S)N2CCN(S(=O)(=O)c3ccccc3F)CC2)cc1	-4%	13µM*	-16%	-15%	-2%	?
O=C1CN(c2nc(-c3cccnc3)nc3scc(-c4ccccc4)c23)CCN1	-16%	?	18%	-1%	5%	?
CC(SC#N)C(=O)C12CC3CC(CC(C3)C1)C2 (stereo unspecified)	-15%	13µM*	0%	1%	-1%	30%[activator]
Cc1ccc(C)c(S(=O)(=O)NCC(c2ccco2)N2CCc3ccccc3C2)c1 (stereo unspecified)	1%	?	-18%	0%	/	?
COC(=O)c1ccc(Cn2nnc3c(=O)[nH]c(C4CCCN(S(=O)(=O)c5ccccc5Cl)C4)nc32)cc1 (stereo unspecified)	5%&-2%	?	3%	12%&1%	-14%	-23%
O=C(CNC(=O)c1ccc(-c2ccccc2)cc1)OCc1c(Cl)cccc1Cl	6%	25%	-8%	-3%	2%	0%
COCCn1nnnc1C(c1cccc(C#N)c1)N1CCCCCC1 (stereo unspecified)	2%	?	15%	1%	0%	0%
COc1ccc(CNC(=O)C2CCN(S(=O)(=O)N3CCCC3)CC2)cc1	2%	4%	-3%	0%	-1%	-15%
COc1ccc(-n2c(Cc3cc(=O)[nH]c(=O)[nH]3)nnc2SCC(=O)N2CCCC2)cc1	-16%	/	18%	-1%	2%	?
CC(C)S(=O)(=O)c1csc(NC(=O)Nc2cc(Cl)ccc2Cl)c1Cl	2%	?	13µM*	-1%	3%	?
O=C(O)c1ccc(S(=O)(=O)c2ccccc2C(=O)O)c([N+](=O)[O-])c1	6%	33%	13%	-10%	16%	12%
CCOC(=O)C1=C(CN2CCN(C(=O)c3ccco3)CC2)NC(=O)NC1c1ccc(F)cc1 (stereo unspecified)	-28%	10µM*	?	-7%	11%	33%
COc1ccccc1N1CCN(CC(=O)c2c(C)[nH]c3cc(C)ccc23)CC1	-34%	13µM*	3%	4%	-2%	20%
Cc1ccc(S(=O)(=O)Nc2ccccc2-c2ccccc2NS(=O)(=O)c2ccc(C)cc2)cc1	5%	?	6%	1%	0%	40%[activator]
COc1ccc(CCNC(=O)C(=O)c2cn(CC(=O)N3CCOCC3)c3ccccc23)cc1	-2%	16%	2%	-4%	-4%	?

An excerpt from above in order of molar mass, highest first:
SMILES	Sm TGR inh	Pf growth 48h	HCV inh	Tb PYK inh	LmPK inh	Pf growth 96h
COC(=O)c1ccc(Cn2nnc3c(=O)[nH]c(C4CCCN(S(=O)(=O)c5ccccc5Cl)C4)nc32)cc1 (stereo unspecified)	5%&-2%	?	3%	12%&1%	-14%	-23%
Cc1ccc(S(=O)(=O)Nc2ccccc2-c2ccccc2NS(=O)(=O)c2ccc(C)cc2)cc1	5%	?	6%	1%	0%	40%[activator]
CCOC(=O)C1=C(CN2CCN(C(=O)c3ccco3)CC2)NC(=O)NC1c1ccc(F)cc1 (stereo unspecified)	-28%	10µM*	?	-7%	11%	33%
COc1ccc(CCNC(=O)C(=O)c2cn(CC(=O)N3CCOCC3)c3ccccc23)cc1	-2%	16%	2%	-4%	-4%	?
COc1ccc(-n2c(Cc3cc(=O)[nH]c(=O)[nH]3)nnc2SCC(=O)N2CCCC2)cc1	-16%	/	18%	-1%	2%	?
COc1ccc(CCNC(=S)N2CCN(S(=O)(=O)c3ccccc3F)CC2)cc1	-4%	13µM*	-16%	-15%	-2%	?
CC(C)S(=O)(=O)c1csc(NC(=O)Nc2cc(Cl)ccc2Cl)c1Cl	2%	?	13µM*	-1%	3%	?
Cc1cc(C)c(S(=O)(=O)Nc2cccc(S(=O)(=O)N3CCOCC3)c2)c(C)c1	3%	?	-3%	5%	2%	8%
COc1ccc(NS(=O)(=O)c2ccc(NC(=S)NC(=O)CC(C)C)cc2)cc1	-1%	-19%	?	-5%	6%	/
O=C(CNC(=O)c1ccc(-c2ccccc2)cc1)OCc1c(Cl)cccc1Cl	6%	25%	-8%	-3%	2%	0%
O=C1CN(c2nc(-c3cccnc3)nc3scc(-c4ccccc4)c23)CCN1	-16%	?	18%	-1%	5%	?
COc1ccc(CNC(=O)C2CCN(S(=O)(=O)N3CCCC3)CC2)cc1	2%	4%	-3%	0%	-1%	-15%
COc1ccccc1N1CCN(CC(=O)c2c(C)[nH]c3cc(C)ccc23)CC1	-34%	13µM*	3%	4%	-2%	20%
COc1ccccc1C1=NOC(CN2C(=O)c3ccccc3S2(=O)=O)C1 (stereo unspecified)	10%	39%[activator]	-3%	-3%	-3%	11%
O=C(O)c1ccc(S(=O)(=O)c2ccccc2C(=O)O)c([N+](=O)[O-])c1	6%	33%	13%	-10%	16%	12%
O=C(N/N=C/c1ccc(OCc2ccc(F)cc2)cc1)c1ccccc1	-5%	1.2µM*	-10%	6%	2%	-5%
COCCn1nnnc1C(c1cccc(C#N)c1)N1CCCCCC1 (stereo unspecified)	2%	?	15%	1%	0%	0%
COC(=O)CN1C(=O)Nc2ccc(Cl)cc2C1c1ccccc1 (stereo unspecified)	-3%	?	4%	0%	3%	20%
Cc1c(C(=O)N2CCCCC2)sc(N)c1C#N	2%	11%	19%	-9%	0%	?

Continued.
SMILES	Sm TGR inh	Pf growth 48h	HCV inh	Tb PYK inh	LmPK inh	Pf growth 96h
COc1ccc(S(=O)(=O)N(CC(=O)NC2CC2)C2CCCCC2)cc1Cl	-10%	-29%	5%	-8%	-12%	5%
COC(=O)CCCCCN1C(=O)NC(c2ccccc2)C(C(=O)OCc2ccccc2)=C1C (stereo unspecified)	-3%	-27%	-45%	4%	7%	?
Cc1cccc(-c2ccc3ncnc(NCc4cc(C)cs4)c3c2)c1	5%	12µM*	/	/	/	9.3µM*
CCN(c1nc(C)cc(OC)n1)S(=O)(=O)c1ccccc1	0%	/	4%	2%	-1%	?
CCOc1ccc(S(=O)(=O)Nc2ccc(C(=O)NCCCN3CCCC3=O)cc2)cc1	-19%	9%	0%	-3%	/	-11%
CC(CN1C(C)CCCC1C)OC(=O)c1ccc(Cl)cc1 (stereo unspecified)	47%[activator]	17%	18%	2%	-3%	32%[activator]
CCOC(=O)C1=C(COC(=O)/C=C/c2cccc(OC)c2OC)NC(=O)NC1C (stereo unspecified)	-2%	-14%	/	0%	1%	-1%
O=c1oc(Cc2ccccc2)nc2ccccc12	7%	44%[activator]	2%	4%	0%	29%
O=C(O)c1ccc(/C=C2\COc3ccccc3C2=O)cc1	?	-34%	-5%	-23%	-10%	31%[activator]
O=C(Nc1nc2ccccc2[nH]1)C1CCCO1 (stereo unspecified)	0%	79%[activator]	-1%	-4%	-14%	15%
CCc1nnc(NC(=O)c2ccc(S(=O)(=O)N3CCc4ccccc4C3)cc2)s1	-4%	-6%	9%	10%	0%	27%
O=C(Nc1ccc2c(c1)OCCO2)c1ccncc1	-8%	102%[activator]	1%	-19%	-10%	/
COc1cccc(NC(=O)CSc2nc3n[nH]c(C)c3c(=N)n2-c2cccc(OC)c2)c1	11%	10µM*	10µM*	3%	2%	172%[activator]
CC(=O)c1ccc(-n2c(CCC(=O)O)ccc2-c2ccc(Br)cc2)cc1	?	10%	2%	-8%	-2%	14%
CC(C)CN1C(=O)/C(=C/c2ccco2)NC1=S	32µM*	-4%	-23%	-20%	-2%	-9%
CC1CCCC(C)N1CC(O)COCc1ccccc1F (stereo unspecified)	8%	-10%	0%	0%	-1%	-1%

Assay outcomes from PubChem.
